TDP-43 yeast inh: rescues yeast growth from TDP-43 toxicity; TDP-43 expressing yeast growth rescue, BacTiter-Glo, 24 h; hit rate 1.8% among 410,000; Potency, µM (series often up to 46.1 µM), for inactives: at the top dose growth rescue (activation), actives largely listed as activators; note: % of control where 0% means no effect; nearly all actives have a fitted effect of over 50% in size
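Luminescence from BacTiter-Glo reports growth of TDP-43-expressing yeast after 24 hr at 30 deg C with compound. Cells were raffinose-pregrown to mid-log, then seeded in galactose medium at OD600=0.02.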
GLP1R cytotox: cytotoxicity counter-screen for GLP-1 receptor inverse agonists; AID 624418; hit rate 0.13% among 410,000; HEK293 cAMP-luciferase reporter cells, luminescence, 24 h; Potency, µM (doses to about 38.3 µM), for inactives: at the highest dose activity change, negative = inhibition, most hits filed as inhibitors;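 note: loss of luciferase light is scored as toxicity; % is set by controls: 0 for no effect and ±100 for the full control effect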
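Cells in DMEM/10% Nu serum/1% pen-strep, 1536-well format. Pre-incubated 12 h, dosed with 23 nL compound, incubated a further 24 h. Luciferase detection, 12 min at room temp, luminescence.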
GLP-1R inv ag: inverse agonists of human GLP-1 receptor | P43220 | HEK293 GLP-1R CRE-luciferase, luminescence, 24 h; GLP-1R form is constitutively active | Potency, µM (series often up to 38.3 µM), for the others: at the top dose activity change, negative = inhibition, most hits filed as inhibitors | hit rate 1.6% among 410,000; note: % is set by controls: 0 for no effect and ±100 for the full control effect; nearly all actives have a fitted effect of over 55% in size
Target sequence (P43220 whole entry, looked up): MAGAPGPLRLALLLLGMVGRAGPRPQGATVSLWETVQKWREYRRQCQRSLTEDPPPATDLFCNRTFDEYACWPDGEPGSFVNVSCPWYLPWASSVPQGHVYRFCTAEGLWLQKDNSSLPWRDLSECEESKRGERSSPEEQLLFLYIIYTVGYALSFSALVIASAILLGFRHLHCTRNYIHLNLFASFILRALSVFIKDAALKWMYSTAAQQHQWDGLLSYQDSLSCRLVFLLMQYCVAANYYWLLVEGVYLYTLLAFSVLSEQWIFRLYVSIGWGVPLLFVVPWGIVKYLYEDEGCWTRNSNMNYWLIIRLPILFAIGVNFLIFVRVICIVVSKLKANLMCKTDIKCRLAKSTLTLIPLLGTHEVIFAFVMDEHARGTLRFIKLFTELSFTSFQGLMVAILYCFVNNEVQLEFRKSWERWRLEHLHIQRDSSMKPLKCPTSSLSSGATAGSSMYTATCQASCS
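Luminescence readout: a drop in cAMP-driven luciferase signal flags inverse agonism at a constitutively active GLP-1R stably expressed in HEK293. Compound exposure lasted 24 hr at 37 deg C, 5% CO2.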
Starred values were filed as active, the others as inactive; [ ] = remark or other dose. Calls come from the whole dose curve; as a rule, active = well fitted curve in the direction sought with a large enough effect; inconclusive = small, poorly fitted or top-dose-only effect, or another doubt; inactive = no such curve, though single readings can be large; an effect the other way counts as inactive or inconclusive. Potency is the fitted concentration of half-maximal effect. Some of the compounds tested; the hit share may differ from the screen's.

Cn1c(=O)c(=O)n(C)c2cc(S(=O)(=O)N3CCN(c4ccccc4)CC3)ccc21 was read as TDP-43 yeast inh -2%, GLP1R cytotox 1% and GLP-1R inv ag 6%.
`O=C(CSc1nnc2[nH]c(=O)cc(-c3ccccc3)n12)Nc1ccc(OC(F)(F)F)cc1` gave TDP-43 yeast inh inconclusive, GLP1R cytotox 0% and GLP-1R inv ag 9%.
For CCOC(=O)c1oc2c(c1C)-c1nn(Cc3ccc(Cl)cc3)cc1CC2 the results were TDP-43 yeast inh 12%, GLP1R cytotox 1% and GLP-1R inv ag inconclusive.
`CCc1ccc(C2C(C(=O)Nc3ccccc3OC)=C(C)Nc3c(C(=O)Nc4ccc(C)cc4)cnn32)cc1` (centres undefined) gave TDP-43 yeast inh 0%, GLP1R cytotox 0% and GLP-1R inv ag inconclusive.
COc1ccccc1NC(=O)C1=C(C)Nc2c(C(=O)Nc3ccc(C)cc3)cnn2C1c1cccc(OC)c1OC (centres undefined) was read as TDP-43 yeast inh 22%, GLP1R cytotox 3% and GLP-1R inv ag -8%.
For COc1cc(C(=O)Nc2cc(C)ccc2OCc2cc(=O)n3c(C)csc3n2)cc(OC)c1OC the results were TDP-43 yeast inh 9%, GLP1R cytotox 1% and GLP-1R inv ag 7%.
For COc1ccc(C(=O)Nc2ccc3oc(-c4ccc(OC)cc4)nc3c2)cc1 the results were TDP-43 yeast inh 0%, GLP1R cytotox 4% and GLP-1R inv ag 14%.
Screening COc1cccc(/C=C/c2nc(C#N)c(NCCc3ccccc3)o2)c1 returned TDP-43 yeast inh 0%, GLP1R cytotox 37%[activator] and GLP-1R inv ag 2%.
`O=C(COc1ccc([N+](=O)[O-])cc1)NCC1(N2CCOCC2)CCCCC1` gave TDP-43 yeast inh 22%, GLP1R cytotox -8% and GLP-1R inv ag -17%.
Screening Clc1ccc(Nc2nc(-c3ccccc3)c3cc(Cl)ccc3n2)cc1 returned TDP-43 yeast inh -10%, GLP1R cytotox 8% and GLP-1R inv ag -10%.

The last five records of the part above lead into the next:
For COc1cc(C(=O)Nc2cc(C)ccc2OCc2cc(=O)n3c(C)csc3n2)cc(OC)c1OC the results were TDP-43 yeast inh 9%, GLP1R cytotox 1% and GLP-1R inv ag 7%.
For COc1ccc(C(=O)Nc2ccc3oc(-c4ccc(OC)cc4)nc3c2)cc1 the results were TDP-43 yeast inh 0%, GLP1R cytotox 4% and GLP-1R inv ag 14%.
Screening COc1cccc(/C=C/c2nc(C#N)c(NCCc3ccccc3)o2)c1 returned TDP-43 yeast inh 0%, GLP1R cytotox 37%[activator] and GLP-1R inv ag 2%.
`O=C(COc1ccc([N+](=O)[O-])cc1)NCC1(N2CCOCC2)CCCCC1` gave TDP-43 yeast inh 22%, GLP1R cytotox -8% and GLP-1R inv ag -17%.
Screening Clc1ccc(Nc2nc(-c3ccccc3)c3cc(Cl)ccc3n2)cc1 returned TDP-43 yeast inh -10%, GLP1R cytotox 8% and GLP-1R inv ag -10%.
COc1cc(NC(=O)Cn2nc(C(F)(F)F)c3c2CCCC3)c(OC)cc1Cl was read as TDP-43 yeast inh 9%, GLP1R cytotox -14% and GLP-1R inv ag -9%.
For CCOc1cccc(C(=O)Nc2c(C(=O)c3ccc(OC)cc3)oc3ccccc23)c1 the results were TDP-43 yeast inh 9%, GLP1R cytotox 9% and GLP-1R inv ag 4%.
Cc1c(C(=O)N2CCC(C)CC2)c(S(=O)(=O)N2CCN(c3ccc(Cl)cc3)CC2)c(C)n1C was read as TDP-43 yeast inh 0%, GLP1R cytotox -1% and GLP-1R inv ag -20%.
Screening Cc1ccc(N2CC(NC(=O)c3cc4ccccc4o3)CC2=O)cc1 (centres undefined) returned TDP-43 yeast inh 6%, GLP1R cytotox -2% and GLP-1R inv ag 22%.
`Cc1nc(N2CCCC2)c2c(C(=O)N3CCN(c4ccccc4)CC3)c(C)oc2n1` gave TDP-43 yeast inh 0%, GLP1R cytotox -10% and GLP-1R inv ag -4%.
For COc1ccc(OC)c(NC(=O)Cn2c(=O)cc(C)c3c(C)nn(-c4cccc(Cl)c4C)c32)c1 the results were TDP-43 yeast inh 7%, GLP1R cytotox 8% and GLP-1R inv ag 3%.
`CCNC(=O)c1ccc(-n2c(-c3ccccc3)cc3c2CCCCC3)cc1` gave TDP-43 yeast inh inconclusive, GLP1R cytotox 7% and GLP-1R inv ag 6%.
`CCOC(=O)c1ccc(NC(=O)c2noc3c2CCCC3)cc1` gave TDP-43 yeast inh 13%, GLP1R cytotox -1% and GLP-1R inv ag -18%.
For Cc1ccccc1CNC(=O)c1cnc2sc(N3CCOCC3)nn2c1=O the results were TDP-43 yeast inh 26%, GLP1R cytotox 0% and GLP-1R inv ag 6%.
Screening CCOC(=O)c1c(C)[nH]c(CCC(=O)Nc2c(C)cccc2CC)c1C returned TDP-43 yeast inh 20%, GLP1R cytotox 0% and GLP-1R inv ag -3%.
`COc1cccc2sc(NC(=O)c3ccc4c(c3)OCCO4)nc12` gave TDP-43 yeast inh 30%, GLP1R cytotox 0% and GLP-1R inv ag 2%.
`COc1cc(OC)c(Nc2nc3ccc(C)cc3n3nnnc23)cc1Cl` gave TDP-43 yeast inh -16%, GLP1R cytotox -9% and GLP-1R inv ag 3%.
Screening COc1ccc(C)cc1NC(=O)NC(C)c1c(-n2cccc2)sc(C)c1C (centres undefined) returned TDP-43 yeast inh 10%, GLP1R cytotox 1% and GLP-1R inv ag inconclusive.
Screening CCCCn1c(SCC(=O)Nc2cccc(OC)c2)nc2ccsc2c1=O returned TDP-43 yeast inh -2%, GLP1R cytotox -18% and GLP-1R inv ag inconclusive.
`CCOc1ccc(CC(=O)NC2CC(=O)N(c3cccc(F)c3)C2)cc1` (centres undefined) gave TDP-43 yeast inh 17%, GLP1R cytotox 0% and GLP-1R inv ag 0%.
Screening Cc1cc(C)cc(NC(=O)CSc2nc3nccnc3c(=O)n2CCc2c[nH]c3ccccc23)c1 returned TDP-43 yeast inh 23%, GLP1R cytotox 1% and GLP-1R inv ag -18%.
Cc1ccccc1-n1c(SCC(=O)c2ccccc2)nnc1-c1ccc(F)cc1 was read as TDP-43 yeast inh inconclusive, GLP1R cytotox -18% and GLP-1R inv ag inconclusive.
For CCC(=O)N1CCc2cc(CNC(=O)c3ccccc3C)ccc21 the results were TDP-43 yeast inh inconclusive, GLP1R cytotox 3% and GLP-1R inv ag 11%.
For COc1ccccc1NC(=O)C1=C(C)Nc2nc(SCc3cccc(F)c3)nn2C1c1ccc(C(=O)O)cc1 (centres undefined) the results were TDP-43 yeast inh -1%, GLP1R cytotox -10% and GLP-1R inv ag -8%.
`O=c1c2oc3ccccc3c2n(Cc2cccc(C(F)(F)F)c2)c(=O)n1Cc1ccc2c(c1)OCO2` gave TDP-43 yeast inh -2%, GLP1R cytotox 1% and GLP-1R inv ag 13%.
Screening COCCCNC(=O)c1oc2c(c1C)-c1nn(Cc3ccc(Cl)cc3)cc1CC2 returned TDP-43 yeast inh 21%, GLP1R cytotox 2% and GLP-1R inv ag inconclusive.
`Cc1oc(-c2cccc(Cl)c2)nc1Cn1c(SCc2ccc(F)cc2)nc2cccnc21` gave TDP-43 yeast inh inconclusive, GLP1R cytotox 7% and GLP-1R inv ag 1%.
Screening COc1cccc(CNC(=O)c2oc3ccc4c(c3c2C)C(=O)CC(C)(C)O4)c1OC returned TDP-43 yeast inh 26%, GLP1R cytotox -9% and GLP-1R inv ag 14%.
Cc1ccc(-c2nc(Cn3c(SCc4ccc(F)cc4)nc4cccnc43)c(C)o2)cc1 was read as TDP-43 yeast inh 26%, GLP1R cytotox -7% and GLP-1R inv ag inconclusive.
Screening COc1cc(OC)c(NC(=O)c2nn(C)c3c2COc2ccccc2-3)cc1Cl returned TDP-43 yeast inh 9%, GLP1R cytotox -1% and GLP-1R inv ag 6%.
`COc1cc(Nc2nc(SCc3ccccc3F)nc3ccccc23)cc(OC)c1` gave TDP-43 yeast inh inconclusive, GLP1R cytotox -13% and GLP-1R inv ag inconclusive.
Screening Cc1ccc2c(c1)nc(SCC(O)c1ccc(Br)cc1)n2C (centres undefined) returned TDP-43 yeast inh 1%, GLP1R cytotox -2% and GLP-1R inv ag 10%.
`COc1ccc(N(Cc2cccs2)C(=O)c2ccc(OC)c(Cl)c2)cc1` gave TDP-43 yeast inh 28%, GLP1R cytotox -13% and GLP-1R inv ag inconclusive.
Screening Cc1ccc(CNC(=O)c2sc3nc(C)cc(C)c3c2-n2cccc2)cc1 returned TDP-43 yeast inh 25%, GLP1R cytotox 9% and GLP-1R inv ag inconclusive.
For CCn1c(=O)c2sccc2n2c(CCCC(=O)N3CCN(c4ccc(F)cc4)CC3)nnc12 the results were TDP-43 yeast inh 9%, GLP1R cytotox -4% and GLP-1R inv ag -5%.
Screening Cn1c(C(=O)Nc2cccc(C(F)(F)F)c2)cc2c(=O)n3ccccc3nc21 returned TDP-43 yeast inh 15%, GLP1R cytotox 86%[activator] and GLP-1R inv ag -5%.
CN1CCN(Cc2c(O)ccc3cc(-c4ccc(Cl)cc4)c(=O)oc23)CC1 was read as TDP-43 yeast inh -7%, GLP1R cytotox 482%[activator] and GLP-1R inv ag -2%.
For CN(C)CCN(Cc1ccccc1)S(=O)(=O)c1ccc(-c2cc(C(F)(F)F)on2)s1 the results were TDP-43 yeast inh 14%, GLP1R cytotox -8% and GLP-1R inv ag inconclusive.
Screening Cn1c(SCC(=O)N2CCOCC2)ncc(C(=O)Nc2ccc(F)cc2)c1=O returned TDP-43 yeast inh inconclusive, GLP1R cytotox -6% and GLP-1R inv ag 5%.
`Cc1ccc(C(C)C)c(OCC(=O)NCC2(N3CCOCC3)CCCCC2)c1` gave TDP-43 yeast inh 8%, GLP1R cytotox 2% and GLP-1R inv ag inconclusive.
For Cc1nn(-c2ccc(N3CCOCC3)nn2)c(C)c1CCC(=O)Nc1ccc(F)cc1F the results were TDP-43 yeast inh -19%, GLP1R cytotox -4% and GLP-1R inv ag -1%.
`CCCCN(CC)CCCNC(=O)C1CCN(c2nc3ccc(CC)cc3s2)CC1` gave TDP-43 yeast inh 13%, GLP1R cytotox inconclusive and GLP-1R inv ag inconclusive.
COc1ccc(CCNC(=O)CCN2N=C(c3ccccc3)CCC2=O)cc1OC was read as TDP-43 yeast inh 7%, GLP1R cytotox -3% and GLP-1R inv ag 9%.
`COc1ccc(C)cc1NC(=O)c1cc(S(=O)(=O)N2CCCCC2)c[nH]1` gave TDP-43 yeast inh 19%, GLP1R cytotox 3% and GLP-1R inv ag -4%.
For COc1ccccc1NC(=O)c1c(C)cc(C)nc1SCC(=O)Nc1ccc(C)c(C)c1 the results were TDP-43 yeast inh inconclusive, GLP1R cytotox -6% and GLP-1R inv ag inconclusive.
`COc1cccc(N2CC(NC(=O)c3cc4ccccc4o3)CC2=O)c1` (centres undefined) gave TDP-43 yeast inh inconclusive, GLP1R cytotox -11% and GLP-1R inv ag -2%.
CCSc1ncc(Cl)c(C(=O)N(Cc2ccccc2)c2ccc(OC)cc2)n1 was read as TDP-43 yeast inh -2%, GLP1R cytotox -13% and GLP-1R inv ag 5.6µM*.
Screening CCOC(=O)C1CCCN(c2c(C(=O)c3ccc(C)cc3)cnc3ccc(OCC)cc23)C1 (centres undefined) returned TDP-43 yeast inh 0%, GLP1R cytotox -17% and GLP-1R inv ag 12%.
`O=S(=O)(NCc1cccc(Br)c1)c1ccc(-c2cc(C(F)(F)F)on2)s1` gave TDP-43 yeast inh 10%, GLP1R cytotox -8% and GLP-1R inv ag inconclusive.
`CCOc1ccccc1CNC(=O)c1cc2c(=O)n(Cc3ccco3)ccc2nc1C` gave TDP-43 yeast inh 6%, GLP1R cytotox -2% and GLP-1R inv ag -1%.
Screening COc1cc(-c2nc3nc[nH]n3c2Nc2ccc(C(C)C)cc2)ccc1O returned TDP-43 yeast inh -7%, GLP1R cytotox -23% and GLP-1R inv ag 12%.
Screening Cc1ccc(NC(=O)CCCc2nc(-c3ccco3)no2)cc1Cl returned TDP-43 yeast inh 15%, GLP1R cytotox -3% and GLP-1R inv ag inconclusive.
Screening COC(=O)c1c(NC(=O)c2ccc(S(=O)(=O)N3CCCCC3)cc2)sc2c1CCN(C)C2 returned TDP-43 yeast inh 2%, GLP1R cytotox 1% and GLP-1R inv ag -1%.
Screening Cc1ccc(-n2c(=O)cc(N3CCN(c4ccccc4Cl)CC3)[nH]c2=O)cc1 returned TDP-43 yeast inh 10%, GLP1R cytotox -10% and GLP-1R inv ag 11%.
Screening CC(=O)Nc1c(C)nn(-c2ccccc2)c1N1CCC(C(=O)Nc2ccc(C)cc2Cl)CC1 returned TDP-43 yeast inh 0%, GLP1R cytotox -8% and GLP-1R inv ag 11%.
Screening CCc1ccc(NC(=O)CCS(=O)(=O)c2ccc3c(c2)n(C)c(=O)c(=O)n3C)cc1 returned TDP-43 yeast inh 17%, GLP1R cytotox 1% and GLP-1R inv ag -5%.

Assay outcomes as filed in PubChem.
